Screening data: PubChem, several laboratories
EBV LMP1 NFkB – inhibitors of Epstein-Barr LMP1-induced NF-kappaB reporter; LMP1-induced NF-kappaB luciferase reporter cells, luminescence; inhibition, % at 12.5 µM; 0.69% of 350,000 active; in the data active = inhibition above about 41%;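 also: 0% = neutral control wells and 100% = reference inhibitor control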
NCOA3 inh – inhibits human SRC3 coactivator. inhibition, % at 3.6 µM. HEK293 GAL4-SRC3 luciferase reporter, luminescence. AID 588352. Q9Y6Q9. 0.17% of 360,000 active;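 active = inhibition above a per-campaign cutoff, the mean of all compounds plus 3 SD, cut at about 60% in these data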;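 also: 0% = DMSO-treated cells and 100% = gossypol-treated cells at 36 µM; higher means less SRC3-driven luciferase light from the GAL4 reporter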
Target sequence (Q9Y6Q9 whole entry, looked up, the tested form may be a part): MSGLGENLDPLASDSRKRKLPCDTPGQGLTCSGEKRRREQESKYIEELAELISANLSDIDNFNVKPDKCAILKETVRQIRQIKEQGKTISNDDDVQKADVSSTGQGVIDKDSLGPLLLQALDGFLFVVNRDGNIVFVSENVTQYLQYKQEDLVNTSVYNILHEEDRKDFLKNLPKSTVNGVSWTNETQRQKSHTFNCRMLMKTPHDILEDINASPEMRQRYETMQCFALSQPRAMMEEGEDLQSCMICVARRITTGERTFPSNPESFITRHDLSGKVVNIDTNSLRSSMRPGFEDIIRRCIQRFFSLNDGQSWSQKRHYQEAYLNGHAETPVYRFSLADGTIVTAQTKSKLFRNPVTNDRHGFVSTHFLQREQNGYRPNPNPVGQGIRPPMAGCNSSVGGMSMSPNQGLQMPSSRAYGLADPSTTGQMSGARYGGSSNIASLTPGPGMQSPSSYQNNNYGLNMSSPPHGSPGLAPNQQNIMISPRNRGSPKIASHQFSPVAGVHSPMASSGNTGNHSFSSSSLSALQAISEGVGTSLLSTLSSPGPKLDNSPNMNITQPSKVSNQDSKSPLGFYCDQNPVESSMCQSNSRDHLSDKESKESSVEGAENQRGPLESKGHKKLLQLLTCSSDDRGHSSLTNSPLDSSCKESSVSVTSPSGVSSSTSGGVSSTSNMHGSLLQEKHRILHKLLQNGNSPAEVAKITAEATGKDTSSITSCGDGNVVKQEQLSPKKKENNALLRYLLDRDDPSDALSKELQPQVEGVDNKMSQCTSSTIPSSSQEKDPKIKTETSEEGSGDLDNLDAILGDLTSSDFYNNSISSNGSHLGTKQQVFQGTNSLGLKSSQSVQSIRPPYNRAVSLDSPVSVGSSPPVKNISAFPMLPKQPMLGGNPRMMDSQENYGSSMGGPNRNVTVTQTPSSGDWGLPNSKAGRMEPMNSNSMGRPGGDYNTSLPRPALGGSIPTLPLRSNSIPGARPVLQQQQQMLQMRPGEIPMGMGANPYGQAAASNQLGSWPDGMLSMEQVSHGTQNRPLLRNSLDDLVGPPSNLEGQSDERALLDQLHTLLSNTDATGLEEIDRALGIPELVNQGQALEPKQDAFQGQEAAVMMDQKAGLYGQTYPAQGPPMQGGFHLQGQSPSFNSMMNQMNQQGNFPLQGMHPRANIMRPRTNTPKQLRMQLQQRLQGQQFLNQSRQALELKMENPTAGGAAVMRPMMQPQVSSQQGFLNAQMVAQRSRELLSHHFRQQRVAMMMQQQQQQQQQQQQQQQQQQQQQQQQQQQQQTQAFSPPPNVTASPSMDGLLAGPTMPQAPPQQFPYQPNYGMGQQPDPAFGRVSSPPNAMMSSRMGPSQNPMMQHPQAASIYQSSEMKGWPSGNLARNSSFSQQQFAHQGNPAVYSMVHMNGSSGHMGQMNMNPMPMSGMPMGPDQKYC
TLR9-MyD88 inh – blocks human TLR9 binding to MyD88. inhibition, % at 4.98 µM. 0.21% of 340,000 active. CHO BLA complementation TLR9-MyD88, CCF4 FRET ratio. Q9NR96+Q99836;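 active = inhibition above the mean over all tested compounds plus 3 SD, cut at about 21% in these data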;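 also: 0% = DMSO only wells and 100% = clavulanate BLA inhibitor control wells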
NOD2 RIPK2 PPI – inhibitors of human NOD2-RIPK2 interaction. CHO BLA complementation NOD2-RIPK2, CCF4 ratio. inhibition, % at 4.98 µM. 0.38% of 360,000 active; in the data active = inhibition above about 21%;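 also: 0% = vehicle only and 100% = reference blocker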
COUP-TFII inh – inhibitors of human COUP-TFII (NR2F2) | HEK293T NGFI-A luciferase reporter, luminescence | inhibition, % at 8.6 µM | 0.7% of 370,000 active;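 active = inhibition above a per-plate cutoff, mean inhibition of test wells between control levels plus 3 SD, cut at about 38% in these data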;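 also: cells cotransfected with COUP-TFII expression vector driving the NGFI-A reporter; 0% = median of COUP-TF2 test wells and 100% = reporter-only cells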
TROY signal inh – blocks TROY-dependent signaling in reporter cells | Q293 LMP1-TROYcd NF-kB luciferase reporter, 4 h | inhibition, % at 10 µM | 0.98% of 360,000 active | AID 1347056;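 active = compounds whose plate-normalised and pattern-corrected inhibition of the luciferase reporter signal at the single screening dose is 50% or more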
C8 TRAIL sens – caspase-8 TRAIL sensitization; NB7+C8 cells + TRAIL, ATPlite viability luminescence; inhibition (viability loss, TRAIL sensitization), % at 10 µM; 1% of 360,000 active;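 active = compounds causing at least 50% loss of cell viability in the single-dose screen, relative to plate controls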
NCOA1 inh – inhibits human SRC1 coactivator; Q15788; HEK293 GAL4-SRC1 luciferase reporter, luminescence; inhibition, % at 3.6 µM; 0.12% of 360,000 active; AID 588354;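 active = inhibition above the campaign mean plus 3 SD, with each screening campaign given its own cutoff, cut at about 60% in these data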;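 also: 0% = DMSO treated cells and 100% = gossypol at 36 µM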
NCOA2 inhibitor – inhibits human steroid receptor coactivator 2 | 0.17% of 370,000 active | HEK293 GAL4-SRC2 luciferase reporter, luminescence | inhibition, % at 9 µM;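 active = inhibition above the mean inhibition of all tested compounds plus 3 SD, set per campaign, cut at about 52% in these data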;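 also: 0% = DMSO treated cells and 100% = cells given Gossypol at 36 µM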
TWEAK Fn14 block – TWEAK-Fn14 signaling inhibition. TWEAK-stimulated Fn14 reporter cells, luciferase luminescence, 8 h. inhibition, % at 10 µM. 2% of 360,000 active; in the data active = inhibition above about 50%
NR5A2 inv ag – suppresses constitutive activity of human LRH-1. HEK293T StAR-luciferase reporter, LRH-1 transfected, 24 h. 0.13% of 360,000 active. inhibition, % at 3.6 µM. AID 602396. O00482;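 active = inhibition above the mean inhibition of all tested compounds plus 3 SD, cut at about 73% in these data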;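 also: 0% = DMSO wells and 100% = reporter-only cells lacking LRH-1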
* hit, by the source's call; nt = no result given.

SMILES	EBV LMP1 NFkB	NCOA3 inh	TLR9-MyD88 inh	NOD2 RIPK2 PPI	COUP-TFII inh	TROY signal inh	C8 TRAIL sens	NCOA1 inh	NCOA2 inhibitor	TWEAK Fn14 block	NR5A2 inv ag
COc1ccc(-c2noc(N3CCC(C(=O)NCCCN4CCCCC4)CC3)n2)cc1	2	-3	-1	-24	7	-4	-12	-18	21	17	-13
Cc1cc2[nH]c(=O)cc(-c3ccccc3)n2n1	-3	-146	-11	14	-41	-32	26	-29	-40	-10	-26
Nc1c(C(=O)Nc2ccccc2)sc2nc(-c3ccco3)ccc12	-1	-26	16	2	-10	-57	7	-33	-33	-6	-45
CC(C)CC(NC(N)=O)C(=O)OCC(=O)Nc1ccc(SC(F)F)cc1 (configuration not stated)	3	-4	-4	-17	-13	13	1	-24	-14	-13	-14
COc1ccc(OCCC(=O)OCC(=O)NC(=O)NC(C)(C)C)cc1	-7	-13	-7	-6	-11	17	11	10	1	8	15
O=C1c2ccccc2C(Nc2ccc(S(=O)(=O)N3CCOCC3)cc2)N1c1cccnc1 (configuration not stated)	-1	5	-6	-2	15	-19	-2	2	-4	-7	-15
CC(C)(C)CC(=O)N1CCN(c2ccc(S(=O)(=O)N3CCOCC3)cc2[N+](=O)[O-])CC1	0	11	7	-7	-3	-1	14	-4	-19	-14	-1
CCCCNC(=S)Nc1ccc(Oc2ccccc2)cc1	-6	-13	8	5	-9	8	0	-13	-3	-9	15
C#CCOCCOCCOCCNc1nc(N2CCN(C(=O)CCCCCCCCCCNC(=O)[C@H]([C@@H](C)CC)n3cc(CCCCCN)nn3)CC2)nc(N2CCN(C(=O)CCCCCCCCCCNC(=O)[C@H](CO)n3cc(CCCCCN)nn3)CC2)n1	6	-9	15	13	nt	21	37	-3	nt	-21	-27
CCN1CCN(S(=O)(=O)c2cccc(S(=O)(=O)N3CCOCC3)c2)CC1	-2	14	-1	-3	-6	5	-2	6	-18	2	-7
COc1ccc(NC(=O)Nc2ccc(Cc3ccncc3)cc2)c(OC)c1	-17	17	-1	4	-13	10	4	18	-4	-24	16
COc1cc(OC)c2c(-c3cccc(-c4cccc(C)c4)c3)cc(=O)oc2c1	3	-4	-5	-7	8	17	25	11	-75	14	5
O=C(NCc1cccs1)c1cc(C2CC2)on1	-21	-39	-22	-4	-34	-16	-20	-38	-25	-10	-44
CCN(CC(=O)Nc1ccccc1C(F)(F)F)C(=O)c1ccccc1Sc1ccccc1C#N	5	1	7	-5	3	-8	0	-33	11	5	-2
Cc1cccc(COC(=O)Nc2ccc(NC(=O)c3ccccc3Cl)cc2)c1	1	-13	-2	-7	15	6	11	1	18	6	10
COc1ccc2[nH]c(=O)c(CN(CCc3cccc(C)c3)C(C)=O)cc2c1	9	2	6	1	5	-11	10	3	-9	-9	11
CCOC(=O)[C@H]1[C@H]2COc3ccc(OC)cc3[C@@H]2N2C(=O)CN(Cc3ccccc3)C(=O)[C@@]12C	0	1	-3	1	4	1	6	-3	-16	5	-27
Nc1nnc(CC(=O)N/N=C/c2ccc(-c3cccc(C(=O)O)c3)o2)s1	-3	-4	-8	-3	2	-34	-9	-4	-15	-17	-34
CCc1ccc(OCC(=O)NNC(=O)Cc2c(F)cccc2Cl)cc1	-3	4	1	-4	4	-2	9	5	-16	-2	2
Cc1ccc(F)c([C@H]2[C@H]3C=CC[C@@H](C)[C@@H]3C(=O)N2Cc2ccccc2)c1	-7	13	3	0	8	-21	-4	-20	-17	14	-25

Retrieved by compound from the entries so far:
SMILES	EBV LMP1 NFkB	NCOA3 inh	TLR9-MyD88 inh	NOD2 RIPK2 PPI	COUP-TFII inh	TROY signal inh	C8 TRAIL sens	NCOA1 inh	NCOA2 inhibitor	TWEAK Fn14 block	NR5A2 inv ag
Nc1nnc(CC(=O)N/N=C/c2ccc(-c3cccc(C(=O)O)c3)o2)s1	-3	-4	-8	-3	2	-34	-9	-4	-15	-17	-34
COc1ccc(-c2noc(N3CCC(C(=O)NCCCN4CCCCC4)CC3)n2)cc1	2	-3	-1	-24	7	-4	-12	-18	21	17	-13

Single entries from the entries so far:
Value of Cc1cc2[nH]c(=O)cc(-c3ccccc3)n2n1 under TLR9-MyD88 inh: -11
Value of Cc1cccc(COC(=O)Nc2ccc(NC(=O)c3ccccc3Cl)cc2)c1 under NCOA1 inh: 1
Value of CCN1CCN(S(=O)(=O)c2cccc(S(=O)(=O)N3CCOCC3)c2)CC1 under TROY signal inh: 5
Value of Nc1c(C(=O)Nc2ccccc2)sc2nc(-c3ccco3)ccc12 under NCOA3 inh: -26

(more compounds)
SMILES	EBV LMP1 NFkB	NCOA3 inh	TLR9-MyD88 inh	NOD2 RIPK2 PPI	COUP-TFII inh	TROY signal inh	C8 TRAIL sens	NCOA1 inh	NCOA2 inhibitor	TWEAK Fn14 block	NR5A2 inv ag
Nc1ncnc2c1ncn2[C@@H]1O[C@H](CNCc2cccc(C#Cc3ccccc3)c2)[C@@H](O)[C@H]1O	9	-31	-7	1	-10	-9	0	-16	-30	6	-14
Cc1cccc(C(=O)OCC(=O)NCC2COc3ccccc3O2)c1 (configuration not stated)	-1	14	-7	5	-2	-15	4	-4	13	9	9
Cc1ccc2nc(Nc3nc(C)cc(C(F)(F)F)n3)nc(C)c2c1	-5	8	-5	-8	15	-5	-16	4	-32	-7	7
O=C1c2ccccc2NC(c2ccccn2)N1c1ccc(Cl)cc1 (configuration not stated)	-20	-33	-8	5	-24	-22	-5	-56	-29	-16	-15
O=C1c2ccccc2S(=O)(=O)c2cc(C(=O)N3CCN(c4ccc(Cl)cn4)CC3)ccc21	7	3	1	-4	7	31	9	-3	-12	-22	11
Cc1ccc(/C=C/C(O)=C2/C(=O)N(C)C3(C)CC2c2ccccc2O3)cc1 (configuration not stated)	-1	36	-10	-9	13	2	13	20	16	51*	6
Cc1ccc(CNC(=O)CCc2ccc(S(=O)(=O)NC3CCCCC3)cc2)cc1	3	34	-1	9	25	20	-5	6	19	10	9
COc1ccc2nc(C)cc(NCCN3CCOCC3)c2c1	-2	7	1	-7	-3	-7	-18	-7	-4	-13	0
COc1ccc(C2(O)CCN(CCCCOc3ccccc3)CC2)cc1	1	-9	-2	13	5	-7	-10	-16	-2	-6	6
COC(=O)CNc1nc(Cl)nc(NC2CCCCC2)n1	-7	0	7	5	3	3	2	-1	-18	0	-11
O=C(NC1C/C=C\C(c2ccccc2)N(c2ccccc2)C(=O)C1)OCC1c2ccccc2-c2ccccc21 (configuration not stated)	-1	-11	-3	-2	nt	-27	-4	1	nt	13	8
COc1cccc(NC(=O)c2ccc(NCCCN3CC(C)CC(C)C3)c([N+](=O)[O-])c2)c1 (configuration not stated)	5	17	-15	-7	-10	3	-1	-13	-13	-19	-4
CCc1ccc(OCC(=O)Nc2ccc3c(c2)OCCO3)cc1	-38	-24	0	1	-19	-10	-6	-14	-7	2	-14
COc1ccc(N2CCN(C(=O)CSc3nnc(C4CC4)n3C3CC3)CC2)cc1	6	13	-11	0	13	2	6	8	9	-7	-16
NS(=O)(=O)OCC1CCCCC1	2	8	10	2	-12	-6	9	-10	-5	6	15
COc1ccccc1N(CC(=O)NC(C)(C)C)C(=O)CCC(=O)Nc1nccs1	-29	-4	1	2	5	14	1	1	0	8	2
N#Cc1c(-c2ccc(F)cc2)ccnc1N1CCOCC1	-4	-5	-14	-7	-14	-21	-6	-17	-25	2	-7
COc1ccc(CNS(=O)(=O)NCc2ccc(OC)c(OC)c2)cc1	2	14	-9	-8	-3	-4	-4	-14	-6	6	-32
CCc1ccc(C(=O)OCC(=O)c2c(N)n(CC(C)C)c(=O)n(C)c2=O)cc1	21	2	0	1	47*	31	30	2	4	31	12
Cc1ccc(Cl)cc1NC(=O)CSc1nnc(C)n1-c1ccccc1	-2	-3	-5	-43	-1	-11	-21	1	-4	-10	10

Brought forward from above: seven compounds, followed by the next part.
SMILES	EBV LMP1 NFkB	NCOA3 inh	TLR9-MyD88 inh	NOD2 RIPK2 PPI	COUP-TFII inh	TROY signal inh	C8 TRAIL sens	NCOA1 inh	NCOA2 inhibitor	TWEAK Fn14 block	NR5A2 inv ag
COc1ccc(N2CCN(C(=O)CSc3nnc(C4CC4)n3C3CC3)CC2)cc1	6	13	-11	0	13	2	6	8	9	-7	-16
NS(=O)(=O)OCC1CCCCC1	2	8	10	2	-12	-6	9	-10	-5	6	15
COc1ccccc1N(CC(=O)NC(C)(C)C)C(=O)CCC(=O)Nc1nccs1	-29	-4	1	2	5	14	1	1	0	8	2
N#Cc1c(-c2ccc(F)cc2)ccnc1N1CCOCC1	-4	-5	-14	-7	-14	-21	-6	-17	-25	2	-7
COc1ccc(CNS(=O)(=O)NCc2ccc(OC)c(OC)c2)cc1	2	14	-9	-8	-3	-4	-4	-14	-6	6	-32
CCc1ccc(C(=O)OCC(=O)c2c(N)n(CC(C)C)c(=O)n(C)c2=O)cc1	21	2	0	1	47*	31	30	2	4	31	12
Cc1ccc(Cl)cc1NC(=O)CSc1nnc(C)n1-c1ccccc1	-2	-3	-5	-43	-1	-11	-21	1	-4	-10	10
COc1ccc(/C(C)=N/NC(=O)CNC(=O)COc2ccccc2)c(OC)c1	-5	4	9	-3	5	0	5	-3	-11	-11	2
O=C(COc1ccc([N+](=O)[O-])cc1)Nn1cnnc1	-1	4	nt	-5	-2	-1	-21	-20	3	-13	10
CCC(C)(C)c1ccc(OCCCC[n+]2cccc(C)c2C)c(C(C)(C)CC)c1	7	65*	0	-5	57*	39	36	34	-32	52*	79*
Cc1ccccc1CNC(=O)c1ccc(Cl)c([N+](=O)[O-])c1	-5	20	2	2	6	-20	-7	-7	-4	10	-7
Cc1cc(O)c(C(C)C)cc1NC(=O)c1cccc(Cl)c1	2	10	-11	14	8	-13	-11	-28	-13	10	19
CCN(CC)C(=O)C1CCC(C)(C(=O)O)C1(C)C (configuration not stated)	-2	-2	-5	3	6	8	5	-37	-5	-22	6
COc1ccc(NC(=O)CNC(=O)Cn2ccc3ccccc3c2=O)c(OC)c1	3	7	-3	1	0	0	17	-6	-9	27	-25
O=C(c1cccc(NS(=O)(=O)c2ccc(F)c(F)c2)c1)N1CCN(Cc2ccccc2)CC1	-6	-1	5	-3	10	5	15	7	5	14	-21
COC(=O)c1c(NC(=O)c2ccccc2F)sc(C(=O)N2CCOCC2)c1C	-7	-7	4	-4	-4	-27	2	11	2	-10	-1
O=C(c1cc2ccccc2oc1=O)N1CCN(c2ccccn2)CC1	-5	20	-2	5	11	-19	18	-13	-5	-6	1
O=c1c(-c2ccccc2)nc(-c2ccccc2)cn1O	-23	-35	-7	0	13	-61	-8	-33	3	-23	-43
S=C(c1ccc(-c2cccc(Cl)c2)o1)N1CCCCC1	-48	-89	6	5	-39	-38	5	-99	-80	4	-141
Cc1cccc(OCc2nnc(SCn3nnc4ccccc4c3=O)o2)c1	-9	-24	-5	-9	-14	-8	-12	-21	0	10	-2

Some of the compounds tested. The share of hits here may be higher or lower than overall.
